Screening results deposited in PubChem BioAssay by The Scripps Research Institute Molecular Screening Center.
TbREL1 primary – TbREL1 RNA ligase inhibitors, primary screen, biochemical, FRET fluorescence. TbREL1 RNA ligation. inhibition, % at 9.66 µM. hit rate 0.49% among 89,000. RNA-editing ligase 1, mitochondrial (Trypanosoma brucei brucei), P86926;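 active means inhibition above the mean inhibition across all screened compounds plus 3 SD, cut at about 11% in these data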;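 further: 0% = plate median of test wells and 100% = NSC42067 control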
Target sequence (P86926 whole entry, looked up): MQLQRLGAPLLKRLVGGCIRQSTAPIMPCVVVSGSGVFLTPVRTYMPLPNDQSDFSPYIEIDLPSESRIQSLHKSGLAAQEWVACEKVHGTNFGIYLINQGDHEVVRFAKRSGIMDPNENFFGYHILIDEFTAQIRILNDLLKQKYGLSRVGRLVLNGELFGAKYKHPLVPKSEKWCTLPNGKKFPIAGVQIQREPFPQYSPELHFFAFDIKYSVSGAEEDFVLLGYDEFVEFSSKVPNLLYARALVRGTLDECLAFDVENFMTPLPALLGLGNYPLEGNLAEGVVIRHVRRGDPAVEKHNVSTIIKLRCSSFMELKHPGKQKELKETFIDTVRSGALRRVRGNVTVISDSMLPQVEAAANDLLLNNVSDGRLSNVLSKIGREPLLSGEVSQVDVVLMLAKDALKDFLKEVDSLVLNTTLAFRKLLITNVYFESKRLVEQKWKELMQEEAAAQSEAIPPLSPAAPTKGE
An asterisk follows results filed as active.

| TbREL1 primary | Compound |
| --- | --- |
| -3 | Cc1ccc(S(=O)(=O)NCCN=Cc2ccc(N(C)C)cc2)cc1 |
| -2 | FC(F)(F)c1cccc(NC(=S)OC2CCC23CCC(c2ccccc2)CC3)c1 (stereo not given) |
| -1 | CC(C)n1c(CN2CCN(Cc3ccccc3)CC2)nc2ccccc21 |
| -1 | Cc1cccc(NC(=O)C2CCCN(S(=O)(=O)c3cccc4nsnc34)C2)n1 (stereo not given) |
| -1 | O=C([O-])c1cc(-c2ccccc2)cc(-c2ccccc2)[n+]1Cc1ccccc1 |
| 3 | CC(=O)N(C)c1ccc(OCC(O)COc2ccc(N(C)C(C)=O)cc2)cc1 |
| -2 | O=C(CCN1C(=O)c2ccccc2S1(=O)=O)Nc1ccccc1F |
| 5 | CCN(CC)CCCN(C(=O)c1ccco1)c1nc(-c2ccc(C)cc2)cs1 |
| 0 | Cn1c(CCC(=O)O)nc2cc(S(=O)(=O)N3CCCCC3)ccc21 |
| 3 | CCN(CC)S(=O)(=O)c1ccc(/C=C/C(=O)Nc2ccc(F)c(F)c2F)cc1 |
| -1 | CN1C(=O)c2oc3ccccc3c(=O)c2C1c1cccnc1 (stereo not given) |
| 0 | COc1ccc(-c2nc(N)nc(C(F)(F)F)c2-c2cscn2)c(O)c1 |
| -2 | COC(=O)CCCC1=CC2=CC(=O)C(C)(OC(=O)c3cccs3)C(=O)C2=CN1C1CC1 (stereo not given) |
| -2 | COC(=O)C(C)Sc1nc2c(c(=O)n(C)c(=O)n2C)n1Cc1cccc(C)c1 (stereo not given) |
| -1 | CC1CCN(S(=O)(=O)c2ccc(NC(=O)CN3CCCCCC3)cc2)CC1 |
| -4 | Cc1ccccc1-n1cc(C(=O)c2cc(Cl)ccc2O)cc(C#N)c1=O |
| 2 | NC(=O)COC(=O)c1ccc(Cl)c(S(=O)(=O)N2CCN(c3ccc(F)cc3)CC2)c1 |
| -1 | CCOc1ccc(NC(=O)CSc2nc3c([nH]c4ccccc43)c(=O)n2C)cc1 |
| 1 | O=C(O)CCCNS(=O)(=O)c1ccc(F)cc1 |
| 5 | C=C1CCN([C@@H](CC(C)C)C(=O)O)S(=O)(=O)c2ccccc21 |
| 0 | O=C(CSc1ccccc1)NCc1cccnc1 |
| 2 | N#Cc1c2n(c3c(-c4ccccc4)ncnc13)CCC2 |
| 0 | CC(=O)Nc1ccc(NC(=O)COc2ccc(Br)cc2C)cc1 |
| -2 | Cc1ccccc1NC(=O)N1CCCC(c2nc(-c3ccc(F)cc3)no2)C1 (stereo not given) |
| 1 | CCCc1nn(C)c2c1C(c1cccnc1)C(C#N)=C(N)O2 (stereo not given) |
| -2 | O=C1CN(C(=O)/C=C/c2ccc(Cl)cc2Cl)CCN1 |
| -1 | CCC(=O)Nc1cc2c(cc1C(=O)c1ccccc1)OCCO2 |
| -5 | COc1cc(OC)cc(C2=Cc3ccccc3C(CC(=O)c3ccco3)N2c2ccc(-c3ccc(C(N)=O)cc3)cc2)c1 (stereo not given) |
| -6 | CCOC(=O)C1=C(CN2CCc3ccccc32)NC(=O)NC1c1cccc([N+](=O)[O-])c1 (stereo not given) |
| -2 | CCN(CC(=O)Nc1ccccc1C(F)(F)F)C(=O)c1cc(-c2cccs2)nn1-c1ccccc1 |
| 3 | CCOC(=O)C1=C(COC(=O)c2cc(S(=O)(=O)N(C)C)ccc2C)NC(=O)NC1C (stereo not given) |
| -4 | COc1cccc(NC(=S)N2CCC(NC(=O)c3ccco3)CC2)c1 |
| -6 | CC1=C(C(=O)OCC2CCCO2)C(c2ccsc2)C2=C(CC(C)(C)CC2=O)N1 (stereo not given) |
| 0 | COc1ccc([C@H]2CC(=O)C=C(c3ccc4ncccc4c3)C2)cc1 |
| -4 | COc1ccc(S(=O)(=O)N2CCC(C(=O)N[C@H](C(=O)NC3CCCC3)C(C)C)CC2)cc1 |
| -3 | Cc1cc(C)nc(N2CCCC(C(=O)NC(C)C)C2)n1 (stereo not given) |
| -3 | COC(=O)[C@]12C[C@H](CC(=O)NCCCN3CCCC3=O)C(=O)N(Cc3ccc4c(c3)OCO4)C1=C[C@H](C(C)C)O[C@@H]2C1CC1 |
| -1 | CCn1c(C)c(P(=O)(N2CCOCC2)N2CCOCC2)c2ccccc21 |
| -3 | CCC(c1nc2ccccc2[nH]1)n1c(=O)c(-c2ccco2)nc2ccccc21 (stereo not given) |
| -2 | O=C(CSc1nc2c(c(=O)[nH]1)CCC2)Nc1ccc(F)cc1 |
| -1 | CCN(CC)S(=O)(=O)c1ccc(N2CC(C(=O)Nc3cccc(C(=O)NC4CC4)c3)CC2=O)cc1 (stereo not given) |
| 2 | COC(=O)c1cc(=O)nc2sc(-c3ccccc3)nn12 |
| 0 | CCC(c1nc2ccccc2[nH]1)n1c(-c2ccnc(Cl)c2)nc2ccccc21 (stereo not given) |
| 1 | COc1cc(CO)cc(Br)c1OCC(=O)N1CCCCC1 |
| -2 | CC(=O)N1CCC(=NNc2ncc(C(F)(F)F)cc2Cl)CC1 |
| 2 | COc1ccc(CCNC(=O)Cn2c(=O)n(CC3CCCO3)c(=O)c3ccccc32)cc1OC (stereo not given) |
| -2 | COc1ccc(C(=O)NNC2CC(=O)N(Cc3ccccc3)C2=O)cc1OC (stereo not given) |
| -1 | COc1nccnc1NS(=O)(=O)c1ccc(NC(=S)NC(=O)c2cccnc2)cc1 |
| -1 | O=C(COc1ccccc1[N+](=O)[O-])N1CCC(Cc2ccccc2)CC1 |
| 1 | Cc1c(Cl)cccc1NC(=O)CSc1nc2ncc(Cl)cc2[nH]1 |
| 1 | Cc1cc(NC(=O)c2ccc(NC(=O)C(C)C)cc2)no1 |
| 5 | O=C(O)COc1ccc(-c2nnn(CC(=O)O)n2)cc1 |
| -1 | COc1ccc(C(=O)c2ccccc2)cc1Br |
| 6 | O=C1CCCc2c1nc(-c1ccccc1F)n2O |
| -3 | O=C1C2C(C(=O)N1/N=C/c1ccc([N+](=O)[O-])o1)C1C=CC2C12CC2 (stereo not given) |
| 2 | O=C(N[C@@H](Cc1ccccc1)C(=O)OCc1ccccc1)c1nc[nH]c1C(=O)N1CCNCC1 |
| -3 | CCOC(=O)C1=C(C)Nc2nc(C)nn2C1c1ccc(OC)c(OC)c1 (stereo not given) |
| 1 | Cc1ccccc1-n1nc2c(c1NC(=O)c1cccc(F)c1)CS(=O)C2 (stereo not given) |
| -2 | C=CCNC(=O)NC(=O)COC(=O)/C(C#N)=C/c1cc(C)n(CCC(C)C)c1C |
| 5 | O=[N+]([O-])c1ccc(COP(=O)(O)OCc2ccc([N+](=O)[O-])cc2)cc1 |

Looked up above.
`O=[N+]([O-])c1ccc(COP(=O)(O)OCc2ccc([N+](=O)[O-])cc2)cc1` | TbREL1 primary = 5
`COc1ccc(CCNC(=O)Cn2c(=O)n(CC3CCCO3)c(=O)c3ccccc32)cc1OC` (stereo not given) | TbREL1 primary = 2
`Cc1c(Cl)cccc1NC(=O)CSc1nc2ncc(Cl)cc2[nH]1` | TbREL1 primary = 1
`O=C1CCCc2c1nc(-c1ccccc1F)n2O` | TbREL1 primary = 6
`COc1cccc(NC(=S)N2CCC(NC(=O)c3ccco3)CC2)c1` | TbREL1 primary = -4

Additional results follow:
| TbREL1 primary | Compound |
| --- | --- |
| 2 | CCCc1nc2ccc(C(=O)OC)cn2c1Cc1ccccc1 |
| -1 | Cc1cc(C)n(CCC(=O)N2CCc3ccccc32)n1 |
| -8 | COc1ccc(NC(=O)N2CCCc3ccccc32)cc1OC |
| -1 | COc1cccc(C2CC(c3ccccc3Cl)Nc3ncnn32)c1 (stereo not given) |
| -2 | O=C(CSCc1ccccc1)NC1CCSC1=O (stereo not given) |
| 1 | CN[C@@H](CO)C(=O)NC[C@H]1O[C@@H](n2cc(C)c(=O)[nH]c2=O)C[C@@H]1O |
| 4 | Cc1ccc(NC(=O)c2ccc(CN3CCc4ccccc4C3)cc2)cc1 |
| -2 | O=C(Nc1ccc(S(=O)(=O)Nc2ncccn2)cc1)C1=COCCO1 |
| -1 | CCC(C)(C)NS(=O)(=O)c1cc(CN2C(=O)c3cccnc3C2=O)ccc1OC |
| -1 | COc1ccccc1NC(=O)COC(=O)CCn1c(C)csc1=O |
| -1 | CN(CC(=O)Nc1cccc(F)c1)C(=O)c1ccc(N2C(=O)c3ccccc3C2=O)cc1 |
| -2 | CCc1cc2c(=O)n(Cc3ccco3)c(SCC(=O)NCC3CCCO3)nc2s1 (stereo not given) |
| -3 | CC(Oc1ccc(Br)cc1)c1nc2c3ccccc3nc(=S)n2[nH]1 (stereo not given) |
| 0 | COC(=O)c1cc2n(n1)CCN(Cc1ccc(F)cc1)C2=O |
| -2 | O=C(CN1CCN(C(=O)C2CCCO2)CC1)Nc1ccc(F)cc1 (stereo not given) |
| -2 | Cc1ccc(C(C)C)c(OCC(=O)NNCC(=O)Nc2cccc(F)c2)c1 |
| 7 | Cc1ccc(SCC(=O)OCC(=O)N2CCN(C(=O)c3ccco3)CC2)c(C)c1 |
| -3 | Cc1ccc(C(=O)NCc2cccc(C(F)(F)F)c2)cc1S(=O)(=O)N1CCCCC1 |
| -3 | C/C(=N/NC(=O)c1cccnc1)c1cccc(O)c1 |
| 0 | CCCCn1nnnc1C(c1ccccc1)N1CCN(c2ccc(OC)cc2)CC1 (stereo not given) |
| 8 | Cc1cnc(C(=O)Nc2ccccc2-c2nnn(CC(=O)NC3CCCC3)n2)cn1 |
| 4 | C=CCOc1ccc(C(=O)Nc2ccc3c(c2)n(C)c(=O)n3C)cc1 |
| -2 | CCC(C)N1C(=O)c2ccccc2C1C(=O)NC1CCCCCC1 (stereo not given) |
| 3 | Cc1ccc2[nH]c3c(=O)n(Cc4ccco4)cnc3c2c1 |
| -2 | c1ccc(NN(Cc2ccncc2)c2ccccc2)cc1 |
| 2 | O=C(NCCc1cscn1)C1CCC(=O)N(Cc2ccc(Cl)cc2)C1 (stereo not given) |
| 3 | O=C(NN=C1CCCC1)c1ccc([N+](=O)[O-])cc1 |
| -1 | COc1ccc([C@H]2/C=C\CN(C(=O)C3CCCC3)[C@@H](C)C(=O)N2Cc2ccc(F)cc2)cc1 |
| -4 | CC(NC(=O)CN1CCc2ccccc21)c1ccccc1 (stereo not given) |
| 3 | COCCNC(=S)Nc1ccc2nsnc2c1 |
| -1 | O=C(CN1CCCN(Cc2ccc(F)cc2Cl)C1=O)NC1CCCCCCC1 |
| -1 | COc1ccc(NC(=O)CSc2nnc(-c3ccccc3)n2Cc2ccco2)cc1OC |
| -3 | COc1ccccc1-n1c(=O)c(C#N)c(-c2ccc([N+](=O)[O-])cc2)c2cc(C(=O)c3cc(F)ccc3O)cnc21 |
| -1 | CC(C)(C)OC(=O)NCCc1nnc(SCc2c(Cl)cccc2Cl)o1 |
| -2 | CCOC(=O)C1CCN(C(=O)COC(=O)C2CCN(S(=O)(=O)c3ccc4c(c3)OCCO4)CC2)CC1 |
| 0 | C[C@@H]1C(c2ccccc2)=NN(c2ccc(Br)cc2)[C@H]1C(=O)N1CCOC1=O |
| -2 | CCCC/C=C1/[C@@H](CC)N(Cc2ccc(OC)cc2OC)C2=N[C@@H](c3ccccc3)CC(=O)N21 |
| 2 | Cc1cc(NC(=O)CCCn2nc([N+](=O)[O-])cc2C)no1 |
| -5 | CN(Cc1c(F)cccc1Cl)C(=O)c1ccc(NC(=O)CC2SC(N3CCCCC3)=NC2=O)cc1 (stereo not given) |
| -2 | COc1ccc(N(C)S(=O)(=O)c2ccc3c(c2)CC(C)N3C(=O)C2CC2)c(OC)c1 (stereo not given) |
| 1 | Cc1cccn2c(=O)c3cc(C(=O)NC4CCCC4)c(=N)n(CCc4ccccc4)c3nc12 |
| 0 | O=C(c1ccccc1F)N1CCC(O)(c2cccnc2)CC1 |
| -3 | COc1cc2sc3cc(NCc4ccc(C)o4)ccc3c(=O)c2cc1OC |
| 1 | CCC(=O)OCCNc1cc(Sc2nc3ccccc3s2)c2nonc2c1[N+](=O)[O-] |
| -10 | Cc1ccc(S(=O)(=O)N2CCN(C(=O)CCc3c[nH]c4ccccc34)CC2)c(C)c1 |
| 1 | CC(=O)c1coc2c1cc(O)c1ccccc12 |
| -1 | O=C1N(CCCN2C(=O)C3(OCCO3)c3ccccc32)c2ccccc2C12OCCO2 |
| -2 | O=C(OCC#CCSc1nnc(-c2ccc(Cl)cc2)o1)c1ccc(F)cc1 |
| 1 | COCCCNC(=O)c1oc(=O)c2ccccc2c1-c1ccc(C)cc1 |
| -6 | Cc1cc(C(=O)NNC(=S)Nc2ccccc2C)cs1 |
| -3 | OCCCn1c(CCCNc2nc(-c3cccc(Br)c3)cs2)nc2cc(Cl)c(N3CCCCC3)cc21 |
| -1 | Cc1cccc(-n2c(C)cc(C=C(C#N)C#N)c2C)c1 |
| 1 | C/C=C/c1ccc(OCC(=O)Nc2cc(S(=O)(=O)N3CCOCC3)ccc2N2CCCC2)c(OC)c1 |
| 1 | CC(=O)C1=C(C)N(Cc2ccccc2)C(=O)N[C@H]1c1ccco1 |
| -3 | Cc1ccccc1NC(=S)N(C)Cc1cn(C)c2ccccc12 |
| -1 | O=S(=O)(Nc1ccc(O)c2ccccc12)c1cccs1 |
| 1 | Cc1cc(C)n2nc(SCC(=O)c3cccs3)nc2n1 |
| 2 | Cc1cc(C)cc(NC(=O)N2CCNC(=O)C2CC(=O)Nc2cc(Cl)ccc2Cl)c1 (stereo not given) |

Fetched by structure from the entries so far, 2 records:
| TbREL1 primary | Compound |
| --- | --- |
| 1 | Cc1cccn2c(=O)c3cc(C(=O)NC4CCCC4)c(=N)n(CCc4ccccc4)c3nc12 |
| -2 | O=C(OCC#CCSc1nnc(-c2ccc(Cl)cc2)o1)c1ccc(F)cc1 |

6 compounds out of the list above, sorted by their value in TbREL1 primary, descending.
| TbREL1 primary | Compound |
| --- | --- |
| 8 | Cc1cnc(C(=O)Nc2ccccc2-c2nnn(CC(=O)NC3CCCC3)n2)cn1 |
| 3 | O=C(NN=C1CCCC1)c1ccc([N+](=O)[O-])cc1 |
| 1 | Cc1c(Cl)cccc1NC(=O)CSc1nc2ncc(Cl)cc2[nH]1 |
| -1 | COc1ccc(C(=O)c2ccccc2)cc1Br |
| -2 | CCc1cc2c(=O)n(Cc3ccco3)c(SCC(=O)NCC3CCCO3)nc2s1 (stereo not given) |
| -3 | O=C1C2C(C(=O)N1/N=C/c1ccc([N+](=O)[O-])o1)C1C=CC2C12CC2 (stereo not given) |

These rows are one share of the data (hit frequency here may not be typical).
